Screening results (PubChem BioAssay)
Peg3 prom inh: reduces Peg3 promoter-driven luciferase expression in HeLa; AID 588405; 360,000 compounds, 1.7% hits; HeLa PEG-Prom luciferase reporter, luminescence, overnight; inhibition, % at 20 µM;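 active = inhibition of at least 50% at 20 µM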
KKLEB cytotox: CF airway cell cytotoxicity counter-screen; KKLEB CF airway cells viability, ATPlite luminescence, overnight; active compounds read low; cells stimulated with P. aeruginosa culture filtrate; activity change (cytotoxicity), % at 5 µM; 360,000 compounds, 0.36% hits; AID 602141;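 active = corrected activity change at or below -50% at 5 µM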
TRPM1 prom inh: inhibitors of MITF-driven TRPM1 promoter in melanoma cells. SK-MEL-5 TRPM1 promoter luciferase, 24 h. inhibition, % at 12.5 µM. 330,000 compounds, 0.83% hits. AID 488899;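 active = mean inhibition across replicates of 60% or more, whatever share of single replicates reaches that level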; note: values of inactives mirror those of a sister screen read the other way
TROY NFkB inh: inhibitors of TROY-dependent NF-kB signaling | Q293 LMP1-TROYcd NF-kB luciferase reporter, 4 h | AID 1347056 | inhibition, % at 10 µM | 360,000 compounds, 0.98% hits;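 active = compounds whose plate-normalised and pattern-corrected inhibition of the luciferase reporter signal at the single screening dose is 50% or more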
NR2E3 ag-1: agonists of human nuclear receptor NR2E3. Q9Y5X4. GST-NR2E3/biotin-RetCOR TR-FRET, 1536-well. inhibition of corepressor binding, % at 4.78 µM. 320,000 compounds, 0.12% hits. AID 2300;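 active = percent inhibition above the cutoff of mean plus 3 SD of all tested compounds, set per screening campaign, cut at about 20% in these data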;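 note: 0% = DMSO wells and 100% = biotin wells as full block of FRET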
Target sequence (Q9Y5X4 whole entry, looked up): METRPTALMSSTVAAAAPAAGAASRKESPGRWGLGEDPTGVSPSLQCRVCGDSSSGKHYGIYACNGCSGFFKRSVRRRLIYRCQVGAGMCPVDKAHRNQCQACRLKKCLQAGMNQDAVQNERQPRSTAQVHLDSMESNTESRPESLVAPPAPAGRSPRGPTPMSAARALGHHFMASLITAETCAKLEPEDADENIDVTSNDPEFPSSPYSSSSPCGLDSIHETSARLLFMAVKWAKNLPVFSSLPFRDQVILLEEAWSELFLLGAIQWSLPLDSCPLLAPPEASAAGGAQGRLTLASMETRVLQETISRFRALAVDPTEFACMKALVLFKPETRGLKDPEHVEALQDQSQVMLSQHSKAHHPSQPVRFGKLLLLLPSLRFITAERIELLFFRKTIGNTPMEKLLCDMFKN
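System: GST-tagged NR2E3 plus biotinylated RetCOR corepressor; Amount: 1.35 nM GST-tagged NR2E3 final; Dosing: single nominal compound dose of 4.8 µM; Schedule: 5 h incubation at 4 °C; Technique: TR-FRET with europium anti-GST and streptavidin-D2, 340 nm excitation; Controls: biotin wells as high control, 0.6% DMSO wells as low control.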
HIF-2a block: HIF-2a inhibition; 360,000 compounds, 0.72% hits; 786-0 RCC cells HIF-2a reporter, luciferase luminescence, overnight; AID 624352; inhibition, % at 18.8 µM;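 active = inhibition of the luminescence signal of 40% or more relative to plate controls, in a single-dose primary screen at 18.75 µM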
Shn3 inh set2: inhibitors of Schnurri-3 3'UTR reporter in osteoblasts. Clone20 osteoblast Shn3 3'UTR firefly luciferase, 24 h. 360,000 compounds, 0.52% hits. AID 588674. inhibition, % at 12.5 µM;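 active = mean inhibition of at least 75% with every replicate also reaching 75%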;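 note: 0% = median of neutral control wells and 100% = pilot-screen positive control compound; some compounds past the cut are filed as inactive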
CF NFkB inh: inhibitors of cystic fibrosis induced NF-kB | KKLEB NF-kB-GFP reporter, PAF-induced, GFP fluorescence overnight | AID 588850 | inhibition, % at 5 µM | 360,000 compounds, 0.86% hits;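 active = at least 50% inhibition at 5 µM, scaled per plate between neutral and stimulator controls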;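 note: PAF is a Pseudomonas aeruginosa culture filtrate used as stimulus; plate controls were PAF-stimulated DMSO wells for no effect and unstimulated DMSO wells for full effect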
TRAIL sens C8: caspase-8 TRAIL sensitization | NB7+C8 cells + TRAIL, ATPlite viability luminescence | inhibition (viability loss, TRAIL sensitization), % at 10 µM | 360,000 compounds, 1% hits | AID 624354;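 active = compounds causing at least 50% loss of cell viability in the single-dose screen, relative to plate controls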
TWEAK-Fn14 inh: blocks TWEAK-Fn14 interaction in a reporter cell assay | TWEAK-stimulated Fn14 reporter cells, luciferase luminescence, 8 h | inhibition, % at 10 µM | 360,000 compounds, 2% hits | AID 1159606; in the data active = inhibition above about 50%
NR2E3 ag-2: human photoreceptor-specific nuclear receptor agonism | AID 602229 | inhibition of corepressor binding, % at 3.98 µM | 360,000 compounds, 0.35% hits | CHO-S Gal4-NCOR/VP16-NR2E3 two-hybrid, luciferase | Q9Y5X4;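 active = inhibition above the mean of all tested compounds plus 3 SD, cut at about 70% in these data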;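 note: 0% = DMSO with NR2E3 transfected cells and 100% = cells lacking NR2E3 construct; higher means lower luciferase signal from less NR2E3 corepressor binding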
Numbers without * were called inactive; nt = no result given. A portion of the library. The share of hits here may be higher or lower than overall.

SMILES	Peg3 prom inh	KKLEB cytotox	TRPM1 prom inh	TROY NFkB inh	NR2E3 ag-1	HIF-2a block	Shn3 inh set2	CF NFkB inh	TRAIL sens C8	TWEAK-Fn14 inh	NR2E3 ag-2
CNc1nc(Nc2ccc(C)cc2C)c2sccc2n1	21	-4	nt	13	nt	6	61	9	-4	-1	49
CC(C)n1cc(CN2CCN(CCc3ccccc3)C(CCO)C2)cn1 (stereo not drawn)	8	8	2	16	0	19	6	3	6	17	-15
COc1ccc(NC(=O)CSc2nnc(C)n2N)cc1S(=O)(=O)N1CCCCC1	13	-5	0	12	1	4	0	-10	-3	12	-18
c1ccc(Cn2ccnc2C2OCCO2)cc1	3	2	nt	-18	nt	0	-23	6	2	11	-51
O=C(NCC(=O)N(c1ccc(F)cc1)C(C(=O)NC1CCCC1)c1ccncc1)c1ccco1 (stereo not drawn)	1	2	5	-23	5	10	-10	-10	11	9	4
O=C(O)/C=C/c1cnc2ccccc2n1	26	-3	2	64*	-2	12	0	-2	7	8	-1
CCCC(C)NS(=O)(=O)c1ccc(OC)c(C)c1 (stereo not drawn)	11	15	6	8	-2	15	0	-4	-1	-3	9
CCC(C)C(NC(N)=O)C(=O)Nc1ccc(S(=O)(=O)Nc2ccc(OC)cc2)cc1 (stereo not drawn)	16	6	0	10	2	13	3	-2	5	-3	-16
Cc1cccc(CNC(=O)CC2C(=O)NCCN2C2CCCC2)c1 (stereo not drawn)	-7	-11	10	-11	-1	-2	-10	38	3	-48	1
CC(=O)Nc1cnc(-c2ccc(O)cc2C)cn1	-47	-18	nt	-15	nt	-46	-24	6	12	-4	-27
Cc1ccc(NC(=O)COC(=O)C2(C)CC2(Cl)Cl)cc1S(=O)(=O)N1CCOCC1 (stereo not drawn)	1	-24	0	18	nt	7	16	-8	13	-8	7
O=C(COC(=O)c1cc(Cl)ccc1O)Nc1ccc2c(c1)OCCO2	-60	-2	-11	6	2	-12	3	-22	-5	-26	-8
COc1ccc(C)cc1S(=O)(=O)NC1CCCCC1C (stereo not drawn)	20	4	-6	1	1	10	14	-4	-3	0	-12
CCOC(=O)N1CCN(CC(O)COc2c(OC)cccc2OC)CC1 (stereo not drawn)	8	-13	10	-23	4	10	8	10	-6	-7	-34
CC(=O)c1cccc(S(=O)(=O)NCCC(=O)Nc2ccc(S(N)(=O)=O)cc2)c1	-117	19	nt	19	2	-23	2	-5	-7	9	1
CC(C)Cc1cc(C(=O)N(C)C2CCCN(Cc3ccccc3F)C2)n(C)n1 (stereo not drawn)	10	-2	7	8	0	-9	30	-2	7	-20	6
CCN(CC)c1ccc(C(=O)OCC(=O)Nc2sccc2C#N)cc1	-287	0	-43	-78	1	-230	-80	8	-3	2	-8
Clc1ccc(Oc2ccccc2)c2ncccc12	0	-4	-2	27	3	-10	14	3	-13	-20	-11
COc1ccc2nc(NC(=O)Cc3ccc(OC)c(S(=O)(=O)N4CCOCC4)c3)sc2c1	-51	-2	-8	-31	4	-78	4	3	-8	-21	-35
O=C(Nc1cccc(C(=O)O)c1)/C(=C\c1ccc2c(c1)OCO2)NC(=O)c1ccccc1Cl	-4	9	-2	-13	2	7	-48	-12	7	-8	-11
O=C(NC1CCN(Cc2ccccc2)CC1)c1ccc(S(=O)(=O)NCc2ccco2)cc1	22	-6	16	24	0	8	39	-11	5	16	-7
Cn1nc(C(F)(F)F)c(-c2cccc(C(F)(F)F)c2)c1NC(=O)c1cccnc1	20	-4	-4	8	-2	19	-11	11	9	-1	-3
CC(Oc1ccccc1)C(=O)N1CCN(C(=O)C(C)Oc2ccccc2)CC1 (stereo not drawn)	2	-7	10	-9	1	13	11	9	3	-22	-18
Cc1ccccc1NC(=O)c1cc(S(=O)(=O)N2CCCCC2)cs1	3	0	6	-7	0	1	10	5	-11	9	5
COc1cc(-c2nnc(COC(=O)C3c4ccccc4Oc4ccccc43)o2)cc(OC)c1OC	-4	-5	-14	21	-3	18	5	15	11	-19	-17
CCN(CC)Cc1c(C(=O)N/N=C/c2cccc(OCc3cccc(Cl)c3)c2)nnn1-c1nonc1N	-110	-12	-2	18	0	-141	-14	0	8	1	-68
CC(C)CN(C(=O)Cn1c(C(F)(F)F)nc2ccccc21)c1c(N)n(Cc2ccccc2)c(=O)[nH]c1=O	20	-2	-1	10	nt	19	0	0	-17	1	-19
COc1ccc(N/N=C(\C#N)C(N)=O)cc1	-27	-6	5	1	1	-42	-16	0	10	-39	12
CCN(Cc1ccccc1)C(c1cc2cc(C)cc(C)c2[nH]c1=O)c1nnnn1CCOC (stereo not drawn)	-8	5	2	-6	3	4	5	-5	-10	8	1
COc1ccccc1OCC(=O)NNC(=O)C1CCN(c2ncnc3sc(C)c(C)c23)CC1	40	-18	-3	15	0	15	14	0	2	34	-21
CCN1C(=O)C(CC(=O)N2CCN(C(c3ccccc3)c3ccccc3)CC2)N(CC)C1=O (stereo not drawn)	-9	8	-7	-1	6	26	-5	-6	15	0	18
CC(C)(C)NC(=O)COc1ccc(CNCc2ccccn2)cc1	17	2	9	3	3	19	3	26	-12	-36	7
O=C(CN1CCN(S(=O)(=O)c2ccccc2F)CC1)N1CCc2ccccc2C1	11	1	0	-8	nt	18	-21	-32	-12	-15	-1
CC(C)c1nnc(NC(=O)CN2C(=O)c3ccccc3C2=O)s1	-2	2	0	-12	3	5	-15	3	-10	9	3
COc1cc(CC(=O)OCC(=O)N2CCN(C(=O)c3ccco3)CC2)cc(OC)c1OC	5	5	6	-7	nt	10	-7	9	22	-2	11
COc1ccc(C2=NOC(C)(c3nnc(-c4ccccc4)o3)C2)cc1 (stereo not drawn)	-4	-10	-18	-1	3	-1	0	-6	1	-7	8

Arranged by formula weight (lowest first): part of the list above
SMILES	Peg3 prom inh	KKLEB cytotox	TRPM1 prom inh	TROY NFkB inh	NR2E3 ag-1	HIF-2a block	Shn3 inh set2	CF NFkB inh	TRAIL sens C8	TWEAK-Fn14 inh	NR2E3 ag-2
COc1ccc(N/N=C(\C#N)C(N)=O)cc1	-27	-6	5	1	1	-42	-16	0	10	-39	12
CC(C)(C)NC(=O)COc1ccc(CNCc2ccccn2)cc1	17	2	9	3	3	19	3	26	-12	-36	7
CC(C)c1nnc(NC(=O)CN2C(=O)c3ccccc3C2=O)s1	-2	2	0	-12	3	5	-15	3	-10	9	3
COc1ccc(C2=NOC(C)(c3nnc(-c4ccccc4)o3)C2)cc1 (stereo not drawn)	-4	-10	-18	-1	3	-1	0	-6	1	-7	8
Cc1ccccc1NC(=O)c1cc(S(=O)(=O)N2CCCCC2)cs1	3	0	6	-7	0	1	10	5	-11	9	5
CC(Oc1ccccc1)C(=O)N1CCN(C(=O)C(C)Oc2ccccc2)CC1 (stereo not drawn)	2	-7	10	-9	1	13	11	9	3	-22	-18
COc1cc(CC(=O)OCC(=O)N2CCN(C(=O)c3ccco3)CC2)cc(OC)c1OC	5	5	6	-7	nt	10	-7	9	22	-2	11
CCN(Cc1ccccc1)C(c1cc2cc(C)cc(C)c2[nH]c1=O)c1nnnn1CCOC (stereo not drawn)	-8	5	2	-6	3	4	5	-5	-10	8	1
CCN1C(=O)C(CC(=O)N2CCN(C(c3ccccc3)c3ccccc3)CC2)N(CC)C1=O (stereo not drawn)	-9	8	-7	-1	6	26	-5	-6	15	0	18
O=C(NC1CCN(Cc2ccccc2)CC1)c1ccc(S(=O)(=O)NCc2ccco2)cc1	22	-6	16	24	0	8	39	-11	5	16	-7
COc1ccccc1OCC(=O)NNC(=O)C1CCN(c2ncnc3sc(C)c(C)c23)CC1	40	-18	-3	15	0	15	14	0	2	34	-21
COc1cc(-c2nnc(COC(=O)C3c4ccccc4Oc4ccccc43)o2)cc(OC)c1OC	-4	-5	-14	21	-3	18	5	15	11	-19	-17
CCN(CC)Cc1c(C(=O)N/N=C/c2cccc(OCc3cccc(Cl)c3)c2)nnn1-c1nonc1N	-110	-12	-2	18	0	-141	-14	0	8	1	-68

Carrying on:
SMILES	Peg3 prom inh	KKLEB cytotox	TRPM1 prom inh	TROY NFkB inh	NR2E3 ag-1	HIF-2a block	Shn3 inh set2	CF NFkB inh	TRAIL sens C8	TWEAK-Fn14 inh	NR2E3 ag-2
Cc1ccccc1NC(=O)Cn1c(=O)n(CC2CCCO2)c(=O)c2ccccc21 (stereo not drawn)	-6	0	-14	6	3	-6	9	-4	-6	2	2
CC(=O)Nc1ccc(Sc2ccccc2C(=O)N2CCCC2)cn1	9	-6	1	-12	3	11	5	5	-3	10	-5
Cc1ccc(CN(CC(=O)NC(C)(C)C)C(=O)CNC(=O)c2cccs2)cc1	-1	-2	1	1	-3	14	3	3	-6	12	1
O=C(Nn1cnnc1)c1csc2ccccc12	-3	2	8	7	-3	8	9	12	-1	11	-12
O=C(CNC(=O)Cn1cnc2sc3c(c2c1=O)CCCC3)NCc1ccccn1	20	1	9	-2	2	12	9	5	4	-1	4
O=C(NCCCN1CCCC1=O)C(=O)NCC1OCCN1S(=O)(=O)c1ccc(Cl)cc1 (stereo not drawn)	-2	13	8	-3	6	11	2	-18	-17	-3	-3
C=CCn1c(CSCc2ccc(Cl)cc2Cl)nnc1SCC(=O)Nc1ccc(C(=O)O)cc1	10	7	-25	-15	-6	17	2	7	3	-3	1
O=C(c1[nH]c(C(F)(F)F)nc1-c1ccccc1)N1CCN(CCN2CCOCC2)CC1	2	4	nt	11	nt	7	8	-24	-3	-6	3
O=C(O)c1cccc(S(=O)(=O)Nc2ccc(O)c(Sc3nc4ccccc4s3)c2)c1	-1	6	9	-3	1	12	6	4	3	-7	-17
Cc1ccccc1OCCn1cc(C(=O)O)c2ccccc21	3	-4	2	10	0	-1	-26	-8	-2	-12	3
COc1ccc(CCNC2=CC(=O)N(c3ccc(F)cc3)C2=O)cc1	3	-4	-8	-5	0	12	11	17	-3	4	-12
C[C@@H]1COc2cccc(N3CCC[C@@H]3CO)c2S(=O)(=O)N1	nt	nt	nt	0	nt	16	nt	nt	3	8	-11
O=C(O)COc1cccc(NC(=O)c2ccccc2)c1	12	6	11	-6	4	12	-3	-1	14	11	-6
Cc1ccc(NC(=O)CCN2C(=O)CSC2=O)cc1	9	-11	0	5	3	-7	6	-2	-8	3	-11
CCOC(=O)c1ccc(N2C(=O)CC(N3CCN(C(=O)c4ccccc4)CC3)C2=O)cc1 (stereo not drawn)	-15	1	-12	12	-2	24	-25	-20	-1	-2	-32

Part of the list above with just TRAIL sens C8 and CF NFkB inh.
mol	TRAIL sens C8	CF NFkB inh
Cc1ccccc1OCCn1cc(C(=O)O)c2ccccc21	-2	-8
O=C(CNC(=O)Cn1cnc2sc3c(c2c1=O)CCCC3)NCc1ccccn1	4	5
